# Tau fluor cs: Counterscreen qHTS for Inhibitors of Tau Fibril Formation, Fluorescence Polarization; AID 1463, 2008; 280,000 tested, 0.93% active; Potency, µM (highest dose often 57.7 µM), for the others: at the top dose activity change, negative = decrease; tau K18 P301L Alexa594 fluorescence, heparin fibrillization; further: on the % scale 0 is the no-effect control and ±100 the full control effect; nearly all actives have a fitted effect of over 55% in size
#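 Human K18 P301L tau (15 uM unlabeled plus 0.24 uM Alexa 594-labeled, final) in 100 mM sodium acetate pH 7 was mixed with compound and 20 uM heparin and incubated 6 hr at 37 C.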
# L3MBTL1 block: qHTS Assay for the Inhibitors of L3MBTL1. Lethal(3)malignant brain tumor-like protein 1 (Homo sapiens), Q9Y468. AlphaScreen L3MBTL1–H3K9me1 peptide binding. Potency, µM (series often up to 57.1 µM), without a hit: top-dose activity, negative = inhibition, most hits filed as inhibitors. 230,000 tested, 0.66% active; further: on the % scale 0 is the no-effect control and ±100 the full control effect; nearly all actives have a fitted effect of over 60% in size
#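 Read-out is AlphaScreen signal from streptavidin donor and nickel chelate acceptor beads (10 ug/mL final each) bridging L3MBTL1 (50 nM) and biotinylated K9-monomethylated H3(1-15) peptide (75 nM), after 30 min compound exposure at room temperature.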
# RECQ1 helicase: qHTS Assay for Inhibitors of RecQ-Like Dna Helicase 1 (RECQ1). AID 2549, 2010. 240,000 tested, 0.54% active. ATP-dependent DNA helicase Q1 (Homo sapiens), P46063. Potency, µM (titrated, usually from 57.3 µM), without a hit: at the highest dose activity, negative = inhibition, most hits filed as inhibitors. RECQ1 DNA unwinding, red fluorescence kinetic read;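 further: plate controls were vehicle for no effect and no enzyme for full effect; nearly all actives have a fitted effect of over 30% in size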
# Target sequence (P46063 whole entry, looked up): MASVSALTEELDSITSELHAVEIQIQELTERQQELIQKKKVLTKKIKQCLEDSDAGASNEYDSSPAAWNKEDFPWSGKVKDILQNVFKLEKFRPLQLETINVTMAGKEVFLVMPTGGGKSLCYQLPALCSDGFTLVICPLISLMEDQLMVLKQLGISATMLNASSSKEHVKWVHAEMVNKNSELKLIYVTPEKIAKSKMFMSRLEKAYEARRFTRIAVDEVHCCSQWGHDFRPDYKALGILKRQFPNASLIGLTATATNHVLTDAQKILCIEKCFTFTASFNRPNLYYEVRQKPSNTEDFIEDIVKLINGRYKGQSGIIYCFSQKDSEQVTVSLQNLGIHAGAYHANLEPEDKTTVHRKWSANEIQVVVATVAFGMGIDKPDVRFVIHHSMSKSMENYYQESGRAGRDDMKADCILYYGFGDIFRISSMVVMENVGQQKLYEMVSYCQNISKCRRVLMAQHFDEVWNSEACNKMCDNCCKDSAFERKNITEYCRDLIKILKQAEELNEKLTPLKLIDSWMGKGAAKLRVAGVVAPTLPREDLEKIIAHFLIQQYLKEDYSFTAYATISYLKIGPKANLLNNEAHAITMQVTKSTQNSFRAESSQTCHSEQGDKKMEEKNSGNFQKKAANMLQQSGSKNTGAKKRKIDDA
#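 RECQ1T1 50 nM; forked duplex (20 bp + 30-nt ss tails) 200 nM, ATP 2 mM final; pH 8.0, 2 mM MgCl2, 2.5 ug/ml poly(dI-dC); 15 min compound preincubation; discontinuous kinetic read over 2 h at RT.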
# TexasRed fluor: Total Fluorescence Counterscreen for Inhibitors of the Interaction of Thyroid Hormone Receptor and Steroid Receptor Coregulator 2. TRb/SRC2 Texas Red total fluorescence interference. Potency, µM (doses to about 106 µM), for the others: top-dose fluorescence change, negative = quenching. 280,000 tested, 0.29% active; active means well fitted curve in either direction with a large enough effect; inconclusive means small, poorly fitted or top-dose-only effect; further: on the % scale 0 is the no-effect control and ±100 the full control effect
#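 Human TRb ligand-binding domain at 0.6 uM with 20 nM Texas Red SRC2 peptide in Tris buffer containing 1 uM T3 and 5% DMSO, incubated with compound 5 h at ambient temperature. Total fluorescence (555/632 nm) calculated as parallel + 2 × perpendicular.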
# TRb-SRC2 inh: qHTS for Inhibitors of the Interaction of Thyroid Hormone Receptor and Steroid Receptor Coregulator 2 | Potency, µM (titrated, usually from 106 µM), for inactives: at the highest dose activity change, negative = inhibition, most hits filed as inhibitors | AID 1469, 2008 | 280,000 tested, 0.065% active | Thyroid hormone receptor beta (Homo sapiens), P10828 | TRbeta-SRC2 peptide binding, fluorescence polarization; receptor liganded with 1 µM T3;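 further: plate controls were bound peptide for no effect and peptide without receptor for full effect; nearly all actives have a fitted effect of over 50% in size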
#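 Decrease in fluorescence polarization of 20 nM Texas Red SRC2 coactivator peptide flagged inhibition of its binding to 0.6 uM TRb LBD; 1 uM T3 included, incubation 5 hr, ex 555/em 632 nm.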
# HTT ATP protect: qHTS Multiplex Assay to Identify Dual Action Probes in a Cell Model of Huntington: Cytoprotection (ATP) | 230,000 tested, 0.14% active | AID 1471, 2008 | PC12 HTT-Q103 induced, cytoprotection, ATP luminescence, 40 h | Potency, µM (highest dose often 56.4 µM), without a hit: cytoprotection (ATP increase), usual class: activators;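 further: % of control where 0% means no effect; nearly all actives have a fitted effect of over 45% in size; toxic huntingtin expression switched on by the ecdysone agonist tebufenozide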
#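 Stable PC12 Q103-GFP cells in serum-supplemented, phenol red-free DMEM; induction by tebufenozide at 100 nM final; compound dose series; cell viability quantified luminescently from ATP.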
# Tau fibril ThT: qHTS for Inhibitors of Tau Fibril Formation, Thioflavin T Binding. 270,000 tested, 2.1% active. Microtubule-associated protein tau (Homo sapiens), P10636. recombinant tau K18 P301L (four-repeat tau fragment), heparin-induced fibrillization, ThT fluorescence. Potency, µM (doses to about 57.4 µM), for the others: at the top dose activity, negative = inhibition, usual class: inhibitors; further: on the % scale 0 is the no-effect control and ±100 the full control effect; nearly all actives have a fitted effect of over 55% in size
# Target sequence (P10636 561-689 P618L limits assumed): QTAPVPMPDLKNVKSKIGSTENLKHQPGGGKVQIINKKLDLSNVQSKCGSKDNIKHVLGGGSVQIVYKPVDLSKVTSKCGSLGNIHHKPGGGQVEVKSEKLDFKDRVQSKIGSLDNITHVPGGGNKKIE
#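 Heparin-induced (20 uM) aggregation of recombinant human K18 P301L tau, 15 uM unlabeled with 0.24 uM labeled, pH 7 acetate buffer, 6 hr at 37 C with compound. Fibrils quantified by 30 uM ThT fluorescence after 1 hr ambient incubation.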
# Tau FP inhib: qHTS for Inhibitors of Tau Fibril Formation, Fluorescence Polarization | Microtubule-associated protein tau (Homo sapiens), P10636 | K18 P301L tau heparin fibrillization, Alexa594 FP, 6 h | Potency, µM (highest dose often 57.7 µM), inactives show at the highest dose activity, negative = inhibition, hits mostly inhibitors | 280,000 tested, 0.39% active; further: on the % scale 0 is the no-effect control and ±100 the full control effect; nearly all actives have a fitted effect of over 55% in size
#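 Read-out: fluorescence polarization of Alexa 594-labeled tau (0.24 uM), 555 nm excitation, 632 nm emission. Mixtures held 15 uM unlabeled K18 P301L, compound and 20 uM heparin, pH 7 acetate buffer, incubated 6 hr at 37 C.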
# Numbers without * were called inactive; i = inactive; u = inconclusive; x = not tested or not shown; [ ] = another dose, or the depositor's remark. Unless noted, the call rests on the fitted dose curve; in most records, active means well fitted curve in the direction sought with a large enough effect; inconclusive means small, poorly fitted or top-dose-only effect, or another doubt; inactive means no such curve, though single readings can be large; an effect the other way counts as inactive or inconclusive. Potency means the concentration at half of the fitted maximal effect.
SMILES,Tau fluor cs,L3MBTL1 block,RECQ1 helicase,TexasRed fluor,TRb-SRC2 inh,HTT ATP protect,Tau fibril ThT,Tau FP inhib
COc1ccccc1OC(=O)c1ccc(SC)cc1OC,-6%,2%,-8%,-1%,3%,7%[1.9 µM],-7%,-2%
COc1ccc(-c2cccc(C(=O)Nc3ccc(C)cc3)c2)cc1,-3%,6%,-1%,-1%,-1%,4%,1%,1%
C=CCn1c(SCC(=O)Nc2sccc2C(N)=O)nc2ccccc2c1=O,-17%,x,-10%,1%,4%,-15%,-14%,0%
O=C(Nc1ccc(Cl)c(S(=O)(=O)N2CCOCC2)c1)c1ccccc1-c1ccc(C(F)(F)F)cc1,-17%,-2%,-15%,0%,-7%,-8%[10 µM],0%,u
COc1cccc(NC(=O)CSC2=Nc3ccccc3C3=NC(CC(=O)NCc4ccc5c(c4)OCO5)C(=O)N23)c1 (stereo unspecified),-28%,x,x,-5%,-1%,x,u,u
Cc1ccc(S(=O)(=O)N2CCCOC2CNC(=O)C(=O)NCc2ccco2)cc1 (stereo unspecified),3%,-5%,i,-1%,-6%,14%[10 µM],2%,5%
Cc1nn(C)c(C)c1NC(=O)CCSc1nc(-c2ccco2)cc(C(F)(F)F)n1,-6%,-3%[11.4 µM],-13%,-6%,-3%,10%,-4%,4%
COC(=O)c1sc(S(=O)(=O)N2CCCCC2)c(C(=O)OC)c1C,-13%,6%,i,3%,4%,0%,-9%,1%
Cc1cc(C)cc(NC(=O)C(NS(=O)(=O)c2cccc3nsnc23)c2ccccc2)c1 (stereo unspecified),u,x,x,-2%,-5%,x,-9%,-10%
CCCCN1C2CCCC1CC(NC(=O)C1CCCCC1)C2 (stereo unspecified),-5%,-1%,-3%,-1%,-18%,-6%[1.9 µM],-9%,-7%
O=C(CCn1c(=O)[nH]c2ccccc2c1=O)N1CCN(c2ccc(Cl)cc2)CC1,-20%,0%,-7%,1%,2%,-4%,-9%,-4%
CCOC(=O)C1=C(CN2CCC(C(=O)OCC)CC2)NC(=O)NC1c1ccc(Cl)cc1 (stereo unspecified),u,x,x,-4%,-2%,x,-16%,-11%
COc1ccc(NC(=O)N2CCC(CO)(CC3CCCCO3)CC2)c(OC)c1 (stereo unspecified),-11%,-7%,0%,-2%,-6%,-1%[10 µM],-8%,4%
CC(=O)c1ccc(-c2ccccc2[C@H]2[C@H]3C=CC[C@@H](C)[C@@H]3C(=O)N2Cc2ccccc2)cc1,-10%,x,i,0%,-7%,u,-14%,0%
CCCCn1c(N)c(C(=S)NC(=O)CC(C)(C)C)c(=O)n(C)c1=O,-8%,u,-3%,-6%,-1%,u,-12%,-2%
CCOC(=O)c1c(NC(=O)/C(C#N)=C/c2ccccc2)sc2c1CCC2,1%,x,x,-4%,-1%,x,-11%,12%
Cc1cccc(C(=O)NC(=S)Nc2ccccc2C(=O)O)c1,0%,1%,i,-4%,-6%,-26%,-7%,-7%
CCCCCn1c(=O)[nH]c2cc(C(=O)NCc3ccco3)ccc2c1=O,-6%,x,-3%,1%,3%,-3%,u,-10%
COC(=O)c1[nH]c(C)c(/C(O)=C2\C(=O)C(=O)N(CCN(C)C)C2c2cccs2)c1C (stereo unspecified),-7%,2%,i,-2%,-5%,-6%,-12%,-3%
O=C(CNC1CCCCCC1)Nc1ccccc1N1CCOCC1,0%,4%,2%,1%,1%,12%[10 µM],-3%,-1%
O=C(C1CCCCC1)N1CCCn2c1nc1ccccc12,2%,6%,-5%,-6%,-8%,4%[1.9 µM],9%,-2%
COC(=O)CSc1nc2sc3c(c2c(=O)n1C1CCCCC1)CCN(C)C3,2%,x,-4%,2%,5%,10%,-1%,4%
CCCCN(C(=O)c1ccc(Cl)c([N+](=O)[O-])c1)c1c(N)n(CCC)c(=O)[nH]c1=O,5%,x,-16%,-1%,1%,-24%,1%,5%
N#Cc1c(/N=C/c2ccco2)oc(-c2ccccc2)c1-c1ccccc1,u,4%,-11%,1%,-8%,-4%[10 µM],-18%,-3%
CCc1ccccc1OCc1nnc(N)s1,-12%,0%,i,2%,-1%,-11%[0.074 µM],-7%,-6%
Cc1cc(C)cc(N(CC(=O)NCCSCc2ccccc2)S(C)(=O)=O)c1,-2%,5%,-5%,-1%,1%,-8%[10 µM],-1%,14%
CC(=O)N1N=C(c2cccc(Br)c2)OC12CCCC2,0%,x,-1%,-2%,2%,-27%,2%,1%
COc1ccc(CNC(=O)C2CCN(C(=O)N3CC(C)Oc4ccc(C)cc43)CC2)cc1 (stereo unspecified),u,x,x,u,-6%,x,u,15%
Nc1c(NCCCN2CCOCC2)c2ccccc2oc1=O,-8%,0%,-9%,-5%,-1%,32%,u,u
CCOC(=O)c1c(C)c(C(=O)NCC2CCCO2)c(C)n1CC (stereo unspecified),10%,-10%,-8%,2%,1%,9%[1.9 µM],4%,3%
N#Cc1c(C#N)c(-c2ccccc2)n(-c2ccc(C(=O)O)cc2)c1N,-4%,-4%,-4%,-3%,-10%,3%[0.074 µM],-4%,-3%
NC(=O)c1ccc(Sc2nnc(-c3cccs3)n2CC2CCCO2)c([N+](=O)[O-])c1 (stereo unspecified),-11%,-2%,-9%,u,0%,-71%[inhibitor][10 µM],-13%,0%
Cc1nc2nc(NCc3cccs3)nn2c(C)c1Cl,-5%,x,i,0%,-4%,-13%,-10%,-5%
Cc1ccc(S(=O)(=O)C(C#N)c2nc3ccccc3nc2N2CCN(C)CC2)cc1C (stereo unspecified),-27%,x,i,-2%,-9%,24%,-13%,8%
CCOc1cc(/C=C2\CCCC(C(=O)C(F)(F)F)=C2O)ccc1O,-27%,-8%,-3%,-1%,-4%,-11%[10 µM],u,-5%
Cc1nn(C)c(C(=O)NN)c1Cl,5%,4%,4%,-6%,5%,15%[10 µM],0%,4%
Cc1ccccc1C(=O)NC(=S)Nc1ccc(S(=O)(=O)N(C)c2ccccc2)cc1,u,x,i,1%,0%,-17%,-7%,-16%
CCNc1nc(NC(C)C)nc(N(C#N)CCOc2ccc(Cl)cc2Cl)n1,-26%,x,-13%,-3%,-13%,-5%,u,-11%
Cc1cc(C)n(CCCC(=O)O)n1,-3%,9%,i,-8%,-3%,-2%[10 µM],-2%,4%
COc1ccc(Cl)cc1NC(=O)CN1c2ccccc2S(=O)(=O)c2ccccc21,u,x,x,2%,-3%,x,2%,-16%
C=CCn1c(SCC(=O)Nc2ccc3c(c2)OCO3)nc2ccccc2c1=O,-22%,x,-18%,2%,-13%,-8%[0.074 µM],-3%,9%
O=C(O)CSc1nnc(-c2ccc(S(=O)(=O)N3CCCC3)cc2)n1Cc1ccco1,-7%,-9%,i,1%,-1%,-11%,-12%,11%
Cn1c(=O)c2c(nc(SCC(=O)Nc3ccc(F)cc3F)n2Cc2ccccc2)n(C)c1=O,-6%,x,x,-83%[53 µM],u,x,4%,-13%
COc1cc2c(cc1OC)C(C(=O)Nc1ccccc1N1CCN(C)CC1)C1c3ccccc3CCN1C2=O (stereo unspecified),4%,6%,8%,-3%,-2%,x,-2%,9%
O=C(NCCc1ccccc1)c1cc(=O)[nH]c2ccccc12,13%,20%,-3%,-1%,-5%,-20%,13%,6%

# Laid out differently: entries from further up
molecule | Tau fluor cs | L3MBTL1 block | RECQ1 helicase | TexasRed fluor | TRb-SRC2 inh | HTT ATP protect | Tau fibril ThT | Tau FP inhib
C=CCn1c(SCC(=O)Nc2ccc3c(c2)OCO3)nc2ccccc2c1=O | -22% | x | -18% | 2% | -13% | -8%[0.074 µM] | -3% | 9%
COc1cc2c(cc1OC)C(C(=O)Nc1ccccc1N1CCN(C)CC1)C1c3ccccc3CCN1C2=O (stereo unspecified) | 4% | 6% | 8% | -3% | -2% | x | -2% | 9%
Cn1c(=O)c2c(nc(SCC(=O)Nc3ccc(F)cc3F)n2Cc2ccccc2)n(C)c1=O | -6% | x | x | -83%[53 µM] | u | x | 4% | -13%
O=C(O)CSc1nnc(-c2ccc(S(=O)(=O)N3CCCC3)cc2)n1Cc1ccco1 | -7% | -9% | i | 1% | -1% | -11% | -12% | 11%
O=C(NCCc1ccccc1)c1cc(=O)[nH]c2ccccc12 | 13% | 20% | -3% | -1% | -5% | -20% | 13% | 6%

# Given with values under each structure: four of the compounds above
# Results follow in this order: Tau fluor cs	L3MBTL1 block	RECQ1 helicase	TexasRed fluor	TRb-SRC2 inh	HTT ATP protect	Tau fibril ThT	Tau FP inhib
Cn1c(=O)c2c(nc(SCC(=O)Nc3ccc(F)cc3F)n2Cc2ccccc2)n(C)c1=O
    -6%	x	x	-83%[53 µM]	u	x	4%	-13%
C=CCn1c(SCC(=O)Nc2ccc3c(c2)OCO3)nc2ccccc2c1=O
    -22%	x	-18%	2%	-13%	-8%[0.074 µM]	-3%	9%
O=C(O)CSc1nnc(-c2ccc(S(=O)(=O)N3CCCC3)cc2)n1Cc1ccco1
    -7%	-9%	i	1%	-1%	-11%	-12%	11%
COc1cc2c(cc1OC)C(C(=O)Nc1ccccc1N1CCN(C)CC1)C1c3ccccc3CCN1C2=O (stereo unspecified)
    4%	6%	8%	-3%	-2%	x	-2%	9%

# Compound activity deposited in PubChem BioAssay by National Center for Advancing Translational Sciences (NCATS).

# Only part of the results is shown, so the mix of outcomes need not match the whole.
